Assay outcomes from PubChem BioAssay.
HTR1E antagonist – blocks the human 5-HT1E serotonin receptor. CHO 5-HT1E Ga15 NFAT-bla reporter, FRET, antagonist. inhibition, % at 6 µM. 0.99% of 65,000 active. P28566;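 active means inhibition above a set limit, the mean inhibition across every tested compound plus 3 SD, cut at about 29% in these data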;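 further: signal is the 460 over 535 nm emission ratio of beta-lactamase substrate; 0% = agonist plus DMSO wells and 100% = wells without agonist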
M1 ag – M1 muscarinic receptor agonism | CHO-M1 cells, Fluo-4 calcium fluorescence, agonist mode; active compounds read high | B-score at 10 µM | 3% of 64,000 active | AID 626;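 active means fluorescence rise, raw or as B-score row- and column-corrected plate score, outside the 99.7% band of its plate's samples, either direction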
M1 antagonist – antagonists of rat M1 muscarinic receptor | P08482 | CHO-M1 cells, Fluo-4 calcium, ACh EC80 antagonist mode; active compounds read low | 3.4% of 64,000 active | B-score at 10 µM;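 active means calcium fluorescence response, raw or row-and-column corrected B-score, differing from the plate sample mean either way at a set confidence level, mostly lower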
Target sequence (P08482 whole entry, looked up): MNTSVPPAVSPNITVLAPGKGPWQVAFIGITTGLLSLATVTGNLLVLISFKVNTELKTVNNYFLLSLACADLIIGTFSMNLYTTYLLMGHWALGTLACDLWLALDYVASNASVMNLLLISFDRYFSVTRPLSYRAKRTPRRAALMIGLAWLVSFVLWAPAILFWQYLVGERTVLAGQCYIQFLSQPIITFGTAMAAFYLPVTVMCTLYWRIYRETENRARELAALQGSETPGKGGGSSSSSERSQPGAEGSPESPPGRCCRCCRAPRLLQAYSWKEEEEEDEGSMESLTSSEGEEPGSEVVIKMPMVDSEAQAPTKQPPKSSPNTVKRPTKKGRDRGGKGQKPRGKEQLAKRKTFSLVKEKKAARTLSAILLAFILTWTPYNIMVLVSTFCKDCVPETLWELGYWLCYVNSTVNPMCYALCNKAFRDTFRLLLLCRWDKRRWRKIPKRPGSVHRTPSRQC
5-HT1A blocker – 5-HT1a (human) receptor antagonism | CHO 5-HT1a Ga15 NFAT-bla reporter, antagonist mode | inhibition, % at 10 µM | 0.68% of 62,000 active;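 active means inhibition above the mean of all tested compounds plus 3 SD, cut at about 43% in these data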;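 further: receptor stimulated by 5-CT agonist at 100 nM near EC80; beta-lactamase reporter measured by ratiometric fluorescence of a cleavable substrate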
5HT1a ag – activates the human 5-HT1a serotonin receptor; CHO 5-HT1a Ga15 NFAT-bla reporter, FRET ratio; 0% basal, 100% maximal reference agonist; activation, % at 10 µM; 0.56% of 65,000 active; AID 567;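 active means activation above the screen-wide mean activation plus 3 SD, cut at about 19% in these data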;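 further: 0% = DMSO wells and 100% = 5-CT at EC100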
Jurkat viability – cytotoxic compounds reducing Jurkat cell viability. Jurkat E6.1 viability, ATP luminescence, 48 h. inhibition, % at 4 µM. 1.2% of 56,000 active. AID 463;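 active means inhibition above the mean inhibition of all tested compounds plus 3 SD, cut at about 28% in these data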
5HT1E ag – activates the human 5-HT1E serotonin receptor; CHO 5-HT1E Ga15 NFAT-bla reporter, FRET; 0% DMSO wells, 100% control agonist wells; AID 574; activation, % at 6 µM; 0.69% of 65,000 active;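 active means activation above a set limit, the screen-wide mean activation plus 3 SD, cut at about 8.5% in these data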;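 further: 100% = positive control agonist at 1 µM giving full maximal response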
S1P1 ag-PAM – S1P1 (human) agonism or agonism potentiation | activation, % at 9.5 µM | AID 449 | S1P1 CRE-bla cells, forskolin, beta-lactamase FRET, potentiator mode; S1P1 agonist co-added at EC20, 2 nM; 100% = saturating reference agonist, 0% = basal | 0.57% of 56,000 active;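 active means activation above a cutoff set at the mean activation of all tested compounds plus 3 SD, cut at about 54% in these data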;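 further: forskolin at 4 µM as EC80 and the EC20 agonist is SEW2871; 100% = SEW2871 at its EC100 plus forskolin at EC80; some compounds past the cut are filed as inactive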
S1P3 ag – S1P3 (human) receptor agonism; S1P3 NFAT-BLA reporter cells, FRET ratio; relative to 1 µM S1P, basal subtracted; activation, % at 4.5 µM; 0.1% of 60,000 active;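 active means activation above the screen-wide mean plus 3 SD, cut at about 4.5% in these data, passing the limit was not always enough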; further: some compounds called inactive have numbers as strong as hits
Target sequence (Q99500 whole entry, looked up): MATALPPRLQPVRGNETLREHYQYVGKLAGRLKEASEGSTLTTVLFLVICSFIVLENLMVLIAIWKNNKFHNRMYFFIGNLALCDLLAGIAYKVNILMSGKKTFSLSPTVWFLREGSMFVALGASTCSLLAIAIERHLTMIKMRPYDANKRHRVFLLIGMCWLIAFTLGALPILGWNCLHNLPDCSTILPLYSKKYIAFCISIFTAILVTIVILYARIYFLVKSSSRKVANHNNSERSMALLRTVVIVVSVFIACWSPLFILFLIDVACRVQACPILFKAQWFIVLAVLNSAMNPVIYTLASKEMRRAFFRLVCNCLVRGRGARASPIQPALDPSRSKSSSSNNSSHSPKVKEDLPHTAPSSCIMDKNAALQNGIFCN
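Benchmarks: high control 1 µM S1P / System: stable CHO line with human S1P3, Gα16, NFAT-BLA reporter / Dosing: single compound concentration, 4.5 µM final / Timing: 4 h compound at 37 °C, 2 h substrate at RT / Measured by: FRET β-lactamase substrate fluorescence, excitation 405 nm, 460/535 nm emission ratio, background-subtracted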
* hit, by the source's call; x = no result given.

Fields: HTR1E antagonist	M1 ag	M1 antagonist	5-HT1A blocker	5HT1a ag	Jurkat viability	5HT1E ag	S1P1 ag-PAM	S1P3 ag
1) CCOc1ccc(NC2c3ccccc3C(=O)N2Cc2ccco2)cc1 (configuration not stated)
→ 12	0.13	-0.17	-2	-2.5	12	0.8	12	-0.9
2) CC(=O)Nc1ccc(S(=O)(=O)N2CCC(c3nc4ccc(C)cc4[nH]3)CC2)cc1
→ -5	-0.24	1.1	3	1.3	x	0.0	x	x
3) Cc1cccc(-c2nc(CS(=O)CC(=O)NC3CCCC3)c(C)o2)c1 (configuration not stated)
→ 13	-0.024	0.23	-3	37*	-2	-0.1	13	-0.9
4) COc1ccc2[nH]c(=O)c(CN(C(=O)c3ccncc3)C(C)(C)C)cc2c1
→ -18	0.052	-0.41	-4	-2.4	-6	0.0	-14	0.5
5) CCCC(c1nnnn1C1CCCC1)N1CCN(C(=O)c2ccco2)CC1 (configuration not stated)
→ -12	-0.16	-0.052	16	-1.5	-1	0.2	-14	-0.3
6) O=C(NCc1ccco1)C1CC(=O)N(CCc2ccccc2)C1 (configuration not stated)
→ 11	-0.11	0.024	5	-2.0	-3	-0.7	-11	-0.4
7) O=C(Nc1ccc2nc(-c3ccc(Br)o3)[nH]c2c1)c1ccco1
→ 16	0.94	0.67	22	-1.5	2	0.3	-27	1.1
8) CN1CCCC(OC(=O)COc2ccc(Br)cc2)C1 (configuration not stated)
→ -15	2.3	0.17	-5	-0.1	1	1.1	-13	-0.9
9) COCc1cc(=O)n2[nH]c(C)cc2n1
→ -5	-1.6	0.46	1	-2.7	-4	0.0	-19	0.2
10) Cc1ccc(C(CC(=O)c2ccco2)SCCO)cc1 (configuration not stated)
→ -6	0.076	-0.21	3	-1.6	5	0.3	5	-0.3
11) O=C(CCCn1c(=S)[nH]c2cc3c(cc2c1=O)OCO3)N1CCN(c2ccccn2)CC1
→ 0	-0.3	0.18	-15	1.1	x	0.5	x	x
12) COc1ccc(-c2noc(CSc3nc4ccccc4c(=O)n3-c3ccccc3)n2)cc1
→ 11	3.6	-0.44	12	-0.4	2	-1.0	x	-0.8
13) O=C(O)CCCCCN=C1CCc2ccccc2N1
→ -6	0.41	1.1	2	1.1	-7	0.6	-3	-0.1
14) O=C(NC1CCS(=O)(=O)C1)c1cccc(S(=O)(=O)N2CCOCC2)c1 (configuration not stated)
→ -4	-0.014	0.089	-4	-4.3	0	0.5	0	0.7
15) CCOC(=O)c1ccc(NC(=O)CC2SCCNC2=O)cc1 (configuration not stated)
→ -14	0.17	-1.2	-7	-0.1	-4	-0.6	0	-0.7
16) CCCN(CCC)CCCNC(=O)c1cc2c(=O)n(C)c3ccccc3c2n1C
→ -4	0.052	-4.4*	-16	-2.1	-1	0.3	-32	-1.0
17) CCOC(=O)N1CCC(N2CC34C=CC(O3)C(C(=O)Nc3ccc(OCC)cc3)C4C2=O)CC1 (configuration not stated)
→ -14	0.56	0.17	-14	-1.1	0	1.1	-15	-0.3
18) COc1ccc(C2C(C(=O)N3CCOCC3)=C(C)NC3=C2C(=O)CC(C)(C)C3)c(OC)c1 (configuration not stated)
→ 9	0.034	-1.3	-9	-3.1	2	0.9	-5	-0.2
19) CCC(C)(C)n1nnnc1C(c1ccc(C)cc1)N1CCCC1 (configuration not stated)
→ -8	0.17	0.018	19	-2.5	1	-1.9	-3	-0.1
20) O=C(O)Cc1ccc2[nH]c3ccc(CC(=O)O)cc3c2c1
→ -3	-0.42	-0.042	-14	-0.5	3	0.3	-16	-0.5
21) Cc1cc(C)n2nc(SCC(=O)Nc3ccc(F)cc3)nc2n1
→ -10	-0.024	-0.0014	-1	-3.1	6	0.9	-20	-0.5
22) Cc1cccc(N(CC(O)CN(C)C)S(=O)(=O)c2ccccc2)c1 (configuration not stated)
→ -6	0.59	0.68	x	0.5	x	0.4	-1	-2.8
23) CCOC(=O)CC(C#N)c1c[nH]c2ccccc12 (configuration not stated)
→ 2	-0.46	-0.11	20	-3.9	0	0.6	3	-0.6
24) COc1ccc(CNC(=O)C2CCN(c3nccs3)CC2)cc1
→ -8	-0.25	0.53	3	-0.6	-3	0.2	-9	-0.7
25) O=c1cc(CN2CCN(c3ccccc3)CC2)c2cc(O)c(-c3ccccc3)cc2o1
→ -5	-0.71	-0.0097	2	0.1	5	0.2	7	-1.1
26) Cc1ccc(N(CC(=O)N2CCc3ccccc32)C2=NC(=O)CS2)cc1
→ -18	0.093	-1.2	-8	-0.5	-2	0.2	-10	0.9
27) Cc1ccnc(SCCn2c(N(C)Cc3ccccc3)nc3c2c(=O)n(C)c(=O)n3C)n1
→ 1	0.67	0.59	-7	-1.7	6	-0.1	-31	-1.0
28) Cc1ccc(Cn2nnc(C(=O)Nc3cccc(C)c3C)c2N)cc1
→ 14	7.5*	0.014	4	-0.7	10	-0.4	4	-0.9
29) Fc1ccc(CN2CCCCCC2)c(F)c1
→ -2	0.24	-1.1	5	-2.1	-2	-0.1	-19	-1.1
30) Cc1ccc(CS(=O)(=O)CCC(=O)NCCCN2CCCC2=O)cc1
→ 2	0.14	0.85	2	-2.5	-9	-0.1	3	-0.5

Profiles from above. Order of values: HTR1E antagonist | M1 ag | M1 antagonist | 5-HT1A blocker | 5HT1a ag | Jurkat viability | 5HT1E ag | S1P1 ag-PAM | S1P3 ag
COc1ccc2[nH]c(=O)c(CN(C(=O)c3ccncc3)C(C)(C)C)cc2c1 in the list: -18 | 0.052 | -0.41 | -4 | -2.4 | -6 | 0.0 | -14 | 0.5
O=C(NC1CCS(=O)(=O)C1)c1cccc(S(=O)(=O)N2CCOCC2)c1 (configuration not stated) in the list: -4 | -0.014 | 0.089 | -4 | -4.3 | 0 | 0.5 | 0 | 0.7

Additional compounds
Fields: HTR1E antagonist	M1 ag	M1 antagonist	5-HT1A blocker	5HT1a ag	Jurkat viability	5HT1E ag	S1P1 ag-PAM	S1P3 ag
31) CCOC(=O)C1C(c2ccccc2Cl)NC(=O)N(C)C1(O)C(F)(F)F (configuration not stated)
→ -14	0.65	-0.85	-8	-4.5	-2	0.7	-5	-1.1
32) S=C(NCC1CCCO1)n1nnc2ccccc21 (configuration not stated)
→ 1	-0.25	0.35	4	1.0	0	-1.1	-2	-0.9
33) Cc1noc(C)c1C(=O)N1CCN(C(=O)c2sc3cc(Cl)ccc3c2Cl)CC1
→ -6	-0.24	-4*	-17	4.5	-5	0.5	20	-0.2
34) CC(=O)c1cccc(NC(=O)C2CCN(S(C)(=O)=O)CC2)c1
→ 2	-0.0044	-0.53	-2	-0.2	12	-0.5	-3	-1.1
35) Cc1c(C)[n+](=O)c2c(n1[O-])CCCCC2
→ -8	-0.85	0.27	-6	0.6	-1	23*	2	1.2
36) COc1ccc(C2c3c(oc4ccccc4c3=O)C(=O)N2c2ccccn2)cc1OC (configuration not stated)
→ -1	-0.51	-0.014	2	-1.9	4	-0.8	0	-1.2
37) CC(C)=CC(=O)N1CCCc2ccccc21
→ -3	1.1	0.12	-9	-1.5	0	-1.0	12	-1.2
38) COCCN1Cc2cccc(C(=O)Nc3ccc(C)c(C)c3)c2C1=O
→ 6	0.36	-0.11	-5	-2.4	-1	-1.0	-6	1.6
39) COCCNC(=O)CN(C(=O)CCC(=O)Nc1ccccn1)c1ccc(F)c(Cl)c1
→ 7	-0.087	0.61	-2	-1.5	-7	-0.8	-6	-0.3
40) O=C(NCc1ccc(Cl)cc1)c1noc2c1CCCC2
→ 6	1.2	-0.22	-8	-3.1	2	0.5	2	-0.5
41) CC(C)CC(=O)N(c1ccc(F)cc1)C1C=CS(=O)(=O)C1 (configuration not stated)
→ -4	-0.026	-1	-4	-2.2	-3	1.2	11	-0.6
42) CC1(C)CC(=O)C(C=NCCCN2CCCC2=O)=C(O)C1
→ 3	1	-0.014	-13	0.7	2	0.3	-19	-0.9
43) Cc1cc(NC(=O)CSc2ccc3nnc(-c4ccc(Cl)cc4)n3n2)no1
→ 6	0.28	0.38	-11	-0.5	3	-0.5	10	-0.2
44) S=c1[nH]ncn1/N=C/c1ccccc1
→ -4	-0.27	0.26	12	0.6	2	0.0	13	0.6
45) O=C(CSc1nnc(-c2ccco2)n1-c1ccccc1)N1CCN(C(=O)c2ccco2)CC1
→ 8	1.5	0.37	6	2.1	-3	0.2	-1	-0.9
46) COC(=O)c1ccccc1NC(=O)CN1C(=O)c2ccccc2S1(=O)=O
→ -4	-0.023	0.8	-2	-3.6	1	-0.5	7	0.1
47) Cc1cccc(CN2CCC(CNC(=O)C3CCCN(S(=O)(=O)c4cnc[nH]4)C3)CC2)c1 (configuration not stated)
→ -9	1.3	-0.11	-7	-1.7	2	0.9	-7	-0.4
48) O=C(O)C1C2C=CC(O2)C1C(=O)Nc1ccc(S(=O)(=O)N2CCc3ccccc32)cc1 (configuration not stated)
→ 7	-0.68	0	7	1.1	-2	-0.3	2	0.2
49) Cc1cc(C)n(C(=O)c2cc3sccc3[nH]2)n1
→ -11	1.2	0.11	14	-2.3	-6	-0.7	-7	-0.2
50) Cn1c(=O)c2c(nc(NCc3ccc4c(c3)OCO4)n2Cc2ccccc2Cl)n(C)c1=O
→ 9	0.7	0.45	x	2.8	x	-0.4	23	2.1
51) COC(=O)c1cccc(NC(=O)C(C)N2C(=O)c3ccccc3C2=O)c1 (configuration not stated)
→ -15	0.75	-1.8	2	-2.8	2	1.1	-41	-0.9
52) O=c1[nH][nH]c2nc(C(F)(F)F)cc(C(F)(F)F)c12
→ 0	-0.73	-0.27	10	-2.7	-4	-0.3	-6	-1.4
53) COC(=O)c1ccc(CNC(=O)CSc2nnc(COc3ccccc3)n2C)o1
→ -6	0.34	-0.082	-17	-2.5	-6	0.7	-6	0.4
54) COc1ccc(C2C(C#N)=C(C)NC3=C2C(=O)c2ccccc23)cc1 (configuration not stated)
→ 11	-0.72	-0.82	x	1.2	x	-0.4	4	-3.1
55) COc1ccc(C(=O)NCc2oc(-c3ccccc3)cc2C(=O)O)cc1
→ -1	0.12	-0.13	-2	-1.5	1	-0.2	-13	-0.8
56) Cc1cc(NCc2ccccc2Cl)n2nnnc2n1
→ 3	0.7	-0.89	2	-4.6	0	-0.3	5	-0.4
57) CCCCCn1c(N2CCC(Cc3ccccc3)CC2)nc2c1c(=O)[nH]c(=O)n2C
→ 2	0.96	-1.1	-6	2.9	-4	3.8	-8	-0.5
58) CC(C)(C)NC(=O)NC(=O)COc1ccccn1
→ -3	-0.46	-1.6	-8	-0.6	-6	0.9	-4	-0.5
